FUS yeast rescue – qHTS for Suppressors of FUS Proteinopathy: Primary screen using FUS-linked yeast assay; AID 1347120, 2019; S. cerevisiae FUS-expressing, growth rescue, OD600, 24 h; Potency, µM (titrated, usually from 76.6 µM), inactives show top-dose growth rescue (activation), actives largely listed as activators; 390,000 compounds, 0.24% hits;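 further: potency means the concentration at half of the fitted maximal effect; plate controls were DMSO vehicle for no effect and reference control for full effect; nearly all actives have a fitted effect of over 55% in size; some results filed as inactive show a strong effect at the top dose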
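Quantitative HTS measuring growth restoration of FUS-toxic yeast. Galactose-induced cells (OD 0.005) were exposed 24hr at 30C to compounds at several concentrations, then absorbance at 600 nm was recorded.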
aSyn yeast inh – qHTS of alpha-syn Inhibitors | Potency, µM (top dose mostly 46.1 µM), for inactives: at the top dose growth rescue (activation), most hits filed as activators | 370,000 compounds, 0.14% hits | Yeast expressing alpha-synuclein, growth rescue, BacTiter-Glo, 24 h; further: potency means the concentration at half of the fitted maximal effect; % of control where 0% means no effect; nearly all actives have a fitted effect of over 65% in size
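Rescue of yeast growth: cells expressing toxic alpha-synuclein, induced in galactose at OD600 0.02, incubated with compound 24 h at 30 C. ATP luminescence quantified growth; inhibitors of toxicity appear as activators.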
IL2 activator – qHTS of IL-2 Activators | IL-2 activation reporter assay, cell-based qHTS; stimulated with anti-CD3/CD4/CD28 beads; in transgenic mouse T cells | activation, % (series mostly up to about 46 µM) | 360,000 compounds, 0.065% hits; in the data active means activation above about 50%; inconclusive means mostly about 30% to 49%; further: 0% is about no effect
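Readout is EGFP and DsRed signal by fluorescent plate cytometry after 18 h at 37 degrees C. Transgenic mouse T cells (750/well) received compound for 60 min before bead stimulation (anti-CD3, anti-CD4, anti-CD28); memory T cells served as non-tolerant control.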
Abeta rescue – qHTS for compounds that reverse cellular toxicity of Amyloid beta (A-beta) peptide in yeast: Primary Screen; yeast expressing A-beta42, growth rescue, OD600, 48 h; response scale: 0% DMSO, 100% iron-clioquinol control; Potency, µM (highest dose often 46.1 µM), inactives show at the top dose growth rescue, hits mostly activators; 410,000 compounds, 0.063% hits; AID 1347071, 2019; further: potency means the concentration at half of the fitted maximal effect; nearly all actives have a fitted effect of over 55% in size
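Yeast growth medium received pinned compounds, then yeast cells expressing toxic A-beta were added; plates incubated at 30 C for 48 hr. Growth read as absorbance at 600 nm, normalized to DMSO and equimolar FeCl3 plus clioquinol controls.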
PLK1 PBD block – qHTS for Inhibitors of PLK1-PDB (polo-like kinase 1 - polo-box domain): Primary Screen; 360,000 compounds, 2.8% hits; AID 720504, 2013; Potency, µM, for the others: max response, negative = inhibition, hits mostly inhibitors; Plk1 PBD binding of FITC phosphopeptide, fluorescence polarization; Serine/threonine-protein kinase PLK1 (Homo sapiens), P53350; further: potency means the concentration at half of the fitted maximal effect; series mostly up to about 57 µM; on the % scale 0 is the no-effect control and ±100 the full control effect; nearly all actives have a fitted effect of over 65% in size
PI5P4K alpha inh – qHTS for Inhibitors of phosphatidylinositol 5-phosphate 4-kinase (PI5P4K). AID 652105, 2013. Phosphatidylinositol 5-phosphate 4-kinase type-2 alpha (Homo sapiens), P48426. 330,000 compounds, 1.2% hits. max response, %. PI5P4Kalpha enzyme, ADP-Glo luminescence, 60 min; stronger effect = lower value; active means max response of -50% or lower; inconclusive means between -30% and -50%; inactive means -30% or higher; further: value at the top dose of about 77 µM; on the % scale 0 is the no-effect control and ±100 the full control effect
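Enzyme plus substrate dispensed, test compounds pinned in, then ATP (5 microM final) added. After 60 min at RT, ADP-Glo reagent 1 for 45 min and reagent 2 for 30 min preceded luminescence imaging.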
EPAC1 antagonist – qHTS for Antagonist of cAMP-regulated guanine nucleotide exchange factor 3 (EPAC1): primary screen; Rap guanine nucleotide exchange factor 3 (Homo sapiens), O95398; EPAC1 GEF assay, Rap1b-BODIPY-GDP exchange fluorescence; Potency, µM (highest dose often 115 µM), for inactives: at the top dose activity change, negative = inhibition, most hits filed as inhibitors; 360,000 compounds, 0.14% hits; AID 720709, 2013;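 further: potency means the concentration at half of the fitted maximal effect; plate controls were vehicle for no effect and positive control for full effect; nearly all actives have a fitted effect of over 50% in size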
WRN inhibitor – qHTS for Inhibitors of WRN Helicase | Bifunctional 3'-5' exonuclease/ATP-dependent helicase WRN (Homo sapiens), Q14191 | 360,000 compounds, 0.46% hits | AID 651768, 2012 | WRN helicase unwinding, fluorescent forked duplex, kinetic | Potency, µM (top dose mostly 114 µM), for inactives: top-dose activity change, negative = inhibition, hits mostly inhibitors; further: potency means the concentration at half of the fitted maximal effect; on the % scale 0 is the no-effect control and ±100 the full control effect; nearly all actives have a fitted effect of over 55% in size
Target sequence (Q14191 whole entry, looked up): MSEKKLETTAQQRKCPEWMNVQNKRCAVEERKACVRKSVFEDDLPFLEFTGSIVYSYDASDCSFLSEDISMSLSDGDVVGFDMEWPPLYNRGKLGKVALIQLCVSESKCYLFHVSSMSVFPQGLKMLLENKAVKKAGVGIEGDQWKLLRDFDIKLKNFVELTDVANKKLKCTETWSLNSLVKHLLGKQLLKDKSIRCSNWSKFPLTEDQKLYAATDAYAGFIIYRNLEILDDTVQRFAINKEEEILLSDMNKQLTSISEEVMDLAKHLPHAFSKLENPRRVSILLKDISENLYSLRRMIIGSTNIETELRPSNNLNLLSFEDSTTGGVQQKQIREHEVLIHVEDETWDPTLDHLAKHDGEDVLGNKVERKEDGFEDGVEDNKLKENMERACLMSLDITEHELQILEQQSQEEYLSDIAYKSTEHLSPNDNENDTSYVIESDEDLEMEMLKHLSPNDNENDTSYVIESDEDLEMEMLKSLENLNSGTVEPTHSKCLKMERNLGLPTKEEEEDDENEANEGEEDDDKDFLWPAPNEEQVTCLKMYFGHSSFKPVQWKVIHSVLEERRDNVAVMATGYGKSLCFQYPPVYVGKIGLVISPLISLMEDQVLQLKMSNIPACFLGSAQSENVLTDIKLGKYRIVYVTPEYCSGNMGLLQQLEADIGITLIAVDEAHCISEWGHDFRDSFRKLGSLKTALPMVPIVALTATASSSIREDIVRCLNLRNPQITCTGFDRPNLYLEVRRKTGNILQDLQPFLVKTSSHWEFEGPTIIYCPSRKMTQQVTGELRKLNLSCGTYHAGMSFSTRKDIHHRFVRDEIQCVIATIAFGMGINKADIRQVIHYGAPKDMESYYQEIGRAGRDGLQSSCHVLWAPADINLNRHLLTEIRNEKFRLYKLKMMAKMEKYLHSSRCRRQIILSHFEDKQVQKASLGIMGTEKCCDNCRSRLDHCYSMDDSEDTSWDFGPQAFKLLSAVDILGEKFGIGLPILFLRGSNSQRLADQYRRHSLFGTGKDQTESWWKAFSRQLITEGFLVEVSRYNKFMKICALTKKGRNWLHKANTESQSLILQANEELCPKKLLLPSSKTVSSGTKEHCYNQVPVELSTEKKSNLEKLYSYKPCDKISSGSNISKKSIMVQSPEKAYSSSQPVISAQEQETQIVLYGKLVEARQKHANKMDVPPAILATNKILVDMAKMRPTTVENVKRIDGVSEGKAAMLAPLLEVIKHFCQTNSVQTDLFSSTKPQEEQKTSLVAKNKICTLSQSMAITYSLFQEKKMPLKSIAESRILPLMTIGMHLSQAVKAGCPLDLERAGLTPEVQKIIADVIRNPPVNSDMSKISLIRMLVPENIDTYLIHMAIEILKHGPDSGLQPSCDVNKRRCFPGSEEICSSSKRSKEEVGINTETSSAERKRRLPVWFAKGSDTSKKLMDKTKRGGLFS
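WRN at 20 nM final preincubated with compound 15 min at room temperature; reaction started with 100 nM fluorophore/quencher forked duplex oligonucleotide and 2 mM ATP final. Unwinding followed kinetically by red fluorescence (ex 525, em 598 nm).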
EPAC1 ag – qHTS for Agonist of cAMP-regulated guanine nucleotide exchange factor 3 (EPAC1): primary screen. EPAC1 agonist qHTS, biochemical assay; response scale: 100% = response to 6.5 mM cAMP. Rap guanine nucleotide exchange factor 3 (Homo sapiens), O95398. Potency, µM (doses to about 154 µM), for inactives: at the top dose activation, actives largely listed as activators. 360,000 compounds, 0.073% hits; further: potency means the concentration at half of the fitted maximal effect; nearly all actives have a fitted effect of over 60% in size
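EPAC1 100 nM, Rap1B–BODIPY-GDP 250 nM, unlabeled GDP 50 uM; compound titration; 5 min RT; kinetic read ex480/em540 at 5-min intervals ×30 min; data normalized to 6.5 mM cAMP agonist control.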
Starred values were filed as active, the others as inactive; u = inconclusive; x = no result given; [ ] = remark or other dose. Unless noted, the call rests on the fitted dose curve; in most records, active means well fitted curve in the direction sought with a large enough effect; inconclusive means small, poorly fitted or top-dose-only effect, or another doubt; inactive means no such curve, though single readings can be large; an effect the other way counts as inactive or inconclusive.

SMILES | FUS yeast rescue | aSyn yeast inh | IL2 activator | Abeta rescue | PLK1 PBD block | PI5P4K alpha inh | EPAC1 antagonist | WRN inhibitor | EPAC1 ag
Cc1ccc(NC(=S)NNC(=O)c2cccc([N+](=O)[O-])c2)cc1Cl | 12% | -6% | 0.3 | u | -28% | 0 | -5% | -2% | -3%
Cc1ccc(/C=N/NC(=O)c2ccncc2)cc1 | 17% | -6% | 0.7 | 7% | 0% | 3 | 2% | -1%[57.1 µM] | 5%
COC(=O)c1cc(C(=O)Nc2cc(C)on2)cc([N+](=O)[O-])c1 | -5% | 7% | 0.4 | -2% | -3% | -6 | -1% | -19% | -1%
CC(C)Cn1c(-c2ccccc2F)n[nH]c1=S | x | 11% | -0.9 | 0% | -19% | 1 | -5% | -16% | 1%
Fc1ccc(-c2nc3ccccn3c2NCc2ccc3c(c2)OCO3)cc1 | 10% | 6% | -0.3 | -1% | -12% | 2 | -27% | -9% | 6%
O=C(COC(=O)/C=C/c1ccc(C(F)(F)F)cc1)NC1CC1 | -9% | 14% | -1.3 | -48%[inhibitor] | -3% | 2 | -5% | -11% | -43%[inhibitor]
CC(C)(C)OC(=O)C[C@@H]1C/C=C\C[C@@H](CC(=O)N(CCO)Cc2ccccc2)C(=O)N2CCC[C@H]2COC1=O | 29% | 3% | -0.6 | 1% | 4% | 0 | -5% | -9% | -4%
COC(=O)CN(n1cnnc1)S(=O)(=O)c1ccc(C)cc1 | -4% | -7% | 0.4 | 0% | -7% | -1 | -9% | -5% | -7%
Cc1cc(C)nc(SCC(=O)Nc2ncc(Cc3ccc(Cl)c(Cl)c3)s2)n1 | x | 1% | -2.3 | 3% | 1% | 0 | -5% | -5% | 7%
COC(=O)N/N=C/c1ccc(-c2ccc(Cl)c(Cl)c2)o1 | -3% | -4% | -1.1 | -11% | -1% | -11 | 0% | -5% | 13%
Cc1ccc(P(=O)(OCCN2CCOCC2)C(C)(C)C)o1 (stereo not drawn) | -1% | -6% | -2.7 | 6% | 0% | x | 2% | 0% | -6%
O=C(NCCn1cccc1)c1cccc2ccccc12 | 33% | -18% | -2.4 | 9% | -4% | x | -14% | -9% | 4%
COC(=O)/C=C/C(=O)NCc1ccco1 | -21% | -5% | 0.4 | 2% | 1% | -2 | 5% | -2% | -5%
CCOc1ccc(NC(=O)N2CCC(c3nc4ccccc4[nH]3)CC2)cc1 | 9% | 0% | -0.4 | 14% | -5% | 1 | -4% | 0% | 3%
COC(=O)c1ccccc1NC(=O)Nc1cc(C(C)(C)C)on1 | 7% | -4% | 0.2 | 8% | -2% | 3 | -3% | -2% | 8%
C=C(C)C1CC=C(C)/C(=N/NC(=O)CCCNc2cccc(C)c2)C1 (stereo not drawn) | 11% | 5% | 1.4 | -13% | 0% | 2 | -3% | 0% | 3%
COc1ccccc1C(=O)COC(=O)CSCC(=O)Nc1cc(C)on1 | 13% | -5% | 0.0 | 1% | 0% | 5 | 2% | -9% | 7%
O=C(CSc1nc(N2CCOCC2)nc(N2CCOCC2)n1)Nc1ccccc1F | 1% | 1% | 1.3 | 11% | -12% | 4 | -4% | -1% | -7%
COc1cc(/C=C(\C#N)c2nc3ccccc3s2)ccc1OCC(=O)Nc1ccccc1 | x | -8% | 3.3 | 1% | 16% | -1 | 13% | 1% | -5%
COC(=O)[C@@]12C[C@@H](CC(=O)NCC3CCCCC3)C(=O)N(Cc3ccccc3)C1=CCC(C)(C)C2 | u | 7% | 0.7 | 11% | -14% | 0 | -29% | 3% | 3%
O=C(CCS(=O)(=O)Cc1ccccc1)NCc1ccco1 | 4% | -2% | -0.2 | 4% | -1% | x | -1% | 147%[activator] | 10%
O=C(NC(CO)(CO)CO)[C@@H]1CCCN1S(=O)(=O)c1cccc2cccnc12 | -15% | -3% | -0.6 | -4% | -2% | 0 | 10% | 0% | -22%
O=C(COC(=O)c1n[nH]c(=O)c2ccccc12)c1ccc(Br)cc1 | -23% | 1% | 1.4 | -14% | -7% | 1 | 5% | 0% | 3%
CCOC(=O)[C@]12CCCC=C1N(Cc1cccc3ccccc13)C(=O)[C@H](CC(=O)NCCCCc1ccccc1)C2 | 41% | 1% | -0.8 | -7% | 2% | 16 | -13% | 0% | -4%
O=[N+]([O-])c1ccc(-n2cc(-c3ccccc3)nn2)cc1 | -14% | -2% | -2.0 | -12% | 2% | -25 | 16% | 5% | -1%
COc1ccc(N(C(=O)C(C)C)S(=O)(=O)c2cccc([N+](=O)[O-])c2)cc1 | 13% | 11% | -0.3 | -11% | -1% | 1 | -23% | -9% | 2%
Cc1cc(Br)c(NC(=O)COC(=O)C2CCCCC2)c(Br)c1 | -12% | 0% | 0.2 | 10% | 0% | -17 | -2% | 4% | -5%
COc1ccc2c(c1)CCCC21SC(NC(C)=O)=NN1C(C)=O (stereo not drawn) | 7% | 1% | -2.3 | -9% | -3% | -2 | 0% | -24% | 0%
Cc1ccc2c(c1)N(CC(=O)N1CCc3ccccc3C1)C(=O)CO2 | 9% | 2% | 0.6 | 0% | 1% | x | 15% | -2% | -4%
CC(=O)n1c(-c2ccccc2)c(CO)c2ccccc21 | 10% | 1% | 0.0 | -3% | 3% | 1 | 0% | 13% | -6%
CCc1nc2c(OCc3ccc(F)c(F)c3)cccn2c1N(C)C(=O)C(C)C | -9% | -1% | -0.2 | 12% | -6% | -3 | -11% | -1% | -4%
O=C1C(=Cc2cccs2)Oc2ccccc21 | 12% | 17% | -0.5 | -11% | 1% | 6 | u | -7% | 6%
CC(=O)Nc1ccc(Nc2ncnc3c2nnn3Cc2ccccc2Cl)cc1 | 1% | -3% | -0.1 | -8% | 0% | 1 | 8% | 2% | -6%
O=C(COC(=O)C12CC3CC(CC(O)(C3)C1)C2)Nc1ccc(Br)cc1F | 12% | 3%[1.84 µM] | 0.1 | 8% | 2% | 3 | 30%[activator] | 8% | -12%
CC(=O)c1c(OCC(=O)N(C)C2CCCCC2)ccc2c(C)cc(=O)oc12 | x | -2% | -5.3 | 0% | -15% | 10 | 0% | -18% | 2%
CCOCCCNC(=O)Cc1ccc(-n2c(CC)nc3cccnc32)cc1 | -25% | -6% | -2.9 | 6% | -4% | -3 | 16% | 2% | 17%

Molecules listed so far containing an NH in an aromatic ring, in the order listed:
SMILES | FUS yeast rescue | aSyn yeast inh | IL2 activator | Abeta rescue | PLK1 PBD block | PI5P4K alpha inh | EPAC1 antagonist | WRN inhibitor | EPAC1 ag
CC(C)Cn1c(-c2ccccc2F)n[nH]c1=S | x | 11% | -0.9 | 0% | -19% | 1 | -5% | -16% | 1%
CCOc1ccc(NC(=O)N2CCC(c3nc4ccccc4[nH]3)CC2)cc1 | 9% | 0% | -0.4 | 14% | -5% | 1 | -4% | 0% | 3%
O=C(COC(=O)c1n[nH]c(=O)c2ccccc12)c1ccc(Br)cc1 | -23% | 1% | 1.4 | -14% | -7% | 1 | 5% | 0% | 3%

Following part:
SMILES | FUS yeast rescue | aSyn yeast inh | IL2 activator | Abeta rescue | PLK1 PBD block | PI5P4K alpha inh | EPAC1 antagonist | WRN inhibitor | EPAC1 ag
CC(C)CN1C(=O)c2ccc(C(=O)Nc3ccccn3)cc2C1=O | 2% | -3% | -3.0 | 3% | -8% | 3 | 7% | -1% | 4%
CC(C)OC(=O)c1cc2c(=O)[nH]c(C(Cl)(Cl)Cl)nc2o1 | -5% | -15% | -2.8 | 8% | -1% | u | -1% | -10% | -8%
O=C(N=C1SC2CS(=O)(=O)CC2N1Cc1ccc(F)cc1)C1CC1 (stereo not drawn) | 2% | 0% | -1.5 | 10% | -4% | -1 | -11% | 9% | -16%
O=C(COc1ccc(S(=O)(=O)N2CCCCC2)cc1)NC1CCCCC1 | -7% | 2% | 0.6 | 22% | -6% | 9 | -5% | 7% | 3%
CCc1ccc(NC(=O)COn2nnc3ccc(S(=O)(=O)N(C)C)cc32)cc1 | 26% | 0% | 1.4 | 19% | -2% | x | -16% | 0% | 0%
COc1cc2ccccc2cc1C(=O)Nc1ccccc1C | -3% | 3% | -0.6 | 13% | 11% | 15 | -29% | 2% | -3%
O=S(=O)(Nc1nc2ccc(S(=O)(=O)N3CCCC3)cc2s1)c1ccc(F)cc1 | 14% | -2% | -0.2 | -4% | 17µM* | x | -20% | -2% | -2%
Cc1cc2nc(-c3cccc(Br)c3)c(CC3CCCCC3)n2c(C)c1Br | -8% | -11% | -0.5 | 4% | 2% | 13 | -4% | 2% | 6%
CC(C)NC(=O)C1(C)CCN1C(=O)c1ccc(F)c(Cl)c1 (stereo not drawn) | -20% | -3% | -0.2 | 5% | -2% | 2 | 6% | 4% | 0%
Nn1cnc2c(c1=O)C1(CCCCC1)Cc1ccccc1-2 | x | 0% | 4.4 | 10% | -16% | 16 | -15% | -2% | -10%
O=S(=O)(/C=C/c1ccccc1)N1CCN(c2nc(-c3ccccc3)nc3ccccc23)CC1 | 3% | -1% | -0.5 | -10% | 3% | 6 | -3% | -7% | 6%

Bioassay records as filed in PubChem BioAssay.
